FEN1 inh: qHTS Assay for the Inhibitors of Human Flap endonuclease 1 (FEN1); Potency, µM (top dose mostly 114 µM), inactives show at the highest dose activity change, negative = inhibition, actives largely listed as inhibitors; hit rate 0.35% among 390,000; P39748; AID 588795, 2011; Recombinant FEN1 flap cleavage, fluorescence, 15 min; also: nearly all actives have a fitted effect of over 65% in size
Target sequence (P39748 whole entry, looked up): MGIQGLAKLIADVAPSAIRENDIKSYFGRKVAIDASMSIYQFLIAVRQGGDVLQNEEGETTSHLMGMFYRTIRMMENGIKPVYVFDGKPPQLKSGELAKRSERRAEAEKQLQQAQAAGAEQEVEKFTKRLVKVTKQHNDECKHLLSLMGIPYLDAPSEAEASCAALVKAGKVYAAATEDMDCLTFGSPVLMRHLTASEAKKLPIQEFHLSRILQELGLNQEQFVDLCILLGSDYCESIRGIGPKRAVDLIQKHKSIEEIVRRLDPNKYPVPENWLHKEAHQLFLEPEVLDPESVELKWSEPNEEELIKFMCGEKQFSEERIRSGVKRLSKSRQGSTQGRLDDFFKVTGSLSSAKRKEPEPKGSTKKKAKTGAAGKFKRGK
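With each library titrated from low to high concentration, compounds met 10 nM FEN1 for 15 min at room temperature before 50 nM substrate was added; readings at 0 and 15 min fed four-parameter Hill curve fits.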
TDP1 cell CPT: qHTS for Inhibitors of human tyrosyl-DNA phosphodiesterase 1 (TDP1): qHTS in cells in presence of CPT; chicken DT40 Tdp1-/-;hTDP1 cells + 20 nM CPT, ATP luminescence, 48 h; Potency, µM (top dose mostly 46.2 µM), inactives show top-dose activity change, negative = growth inhibition, actives largely listed as inhibitors; hit rate 12% among 420,000; AID 686979, 2013; also: nearly all actives have a fitted effect of over 55% in size
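Chicken DT40 Tdp1-/- cells stably complemented with human TDP1 were seeded at 400 cells/well in medium containing 20 nM camptothecin, exposed to pin-transferred compounds, and grown at 37 °C for at least 48 hr. Viability was read as ATP luminescence.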
N370S GC: qHTS Assay for Inhibitors and Activators of N370S glucocerebrosidase as a Potential Chaperone Treatment of Gaucher Disease; Lysosomal acid glucosylceramidase (Homo sapiens), P04062; N370S GC spleen homogenate, 4MU-glucoside fluorescence; Potency, µM (series often up to 59.4 µM), without a hit: top-dose activity change, negative = inhibition, hits mostly inhibitors; hit rate 0.092% among 330,000; AID 2101, 2009;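 also: 0% = full enzyme activity and -100% = no enzyme basal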
Numbers without * were called inactive; & = joins results of further samples. Calls follow the shape of the dose curve; as a rule, active = well fitted curve in the direction sought with a large enough effect; inconclusive = small, poorly fitted or top-dose-only effect, or another doubt; inactive = no such curve, though single readings can be large; an effect the other way counts as inactive or inconclusive. Unless noted, % is scaled to controls: 0 for no effect and ±100 for the full control effect; potency is read from the fitted curve at half-maximal effect. This is a subset. The share of hits here may be higher or lower than overall.

`CCOc1ccc(CN2C(=O)c3ccccc3C2C(=O)NC(C)CC)cc1OC` (stereo not drawn) gave FEN1 inh 15%, TDP1 cell CPT 6% and N370S GC -7%.
CCOC(=O)c1sc(=NC(=O)c2ccc(C)c(C)c2)n(C)c1C was read as FEN1 inh 3%, TDP1 cell CPT -1% and N370S GC 4%.
For O=C1CN(C(=O)c2ccc(Cl)c(S(=O)(=O)N3CCc4ccccc43)c2)c2ccccc2N1 the results were FEN1 inh 6%, TDP1 cell CPT 16µM* and N370S GC inconclusive.
O=C(NCC(c1cccnc1)N1CCN(Cc2ccccc2)CC1)C(=O)Nc1ccc(Cl)cc1 (stereo not drawn) was read as FEN1 inh -3% and TDP1 cell CPT 13µM*.
C/C(=N\NC(=O)c1cc2ccccc2cc1O)c1ccc(C)o1 was read as FEN1 inh -5%, TDP1 cell CPT 18µM* and N370S GC -12%.
For Cc1ccc(C2(C(F)(F)F)N=C3Sc4cc(C)cc(C)c4N3C(=O)N2)cc1 (stereo not drawn) the results were FEN1 inh 4%, TDP1 cell CPT -24% and N370S GC 6%.
Screening CC(=O)Nc1ccc(NC(=O)CSc2nccn2Cc2ccc(Cl)cc2)cc1 returned FEN1 inh 16%, TDP1 cell CPT -19% and N370S GC -8%.
Screening Cc1ccc(-c2nc(C3CCCN(S(=O)(=O)c4ccc(C(F)(F)F)cc4)C3)no2)cc1 (stereo not drawn) returned FEN1 inh -5%, TDP1 cell CPT inconclusive and N370S GC 12%.
CCCN(CCC)CCNC(=O)CN1C(=O)COc2ccc(S(=O)(=O)N3CCOCC3)cc21 was read as FEN1 inh 24%&-7%, TDP1 cell CPT 0%&10% and N370S GC -1%.
`CCCOc1ccc(C2/C(=C(/O)c3ccc(F)cc3)C(=O)C(=O)N2CCCN(C)C)cc1` (stereo not drawn) gave FEN1 inh 0%, TDP1 cell CPT -8% and N370S GC -6%.
CC(=O)N1c2ccc(S(=O)(=O)NCCC(=O)NCc3ccc(F)cc3)cc2CC1C (stereo not drawn) was read as FEN1 inh -2%, TDP1 cell CPT inconclusive and N370S GC -2%.
`CCC(CC)NC(=O)CON=C1c2ccccc2-c2ccccc21` gave FEN1 inh -8%, TDP1 cell CPT 21µM* and N370S GC 4%.
COc1ccc(N2CCN(C(=O)c3ccc4c(c3)N(Cc3cc(C)ccc3C)C(=O)c3ccccc3S4=O)CC2)cc1 (stereo not drawn) was read as FEN1 inh -16% and TDP1 cell CPT 15µM*.
Screening O=C(COC(=O)c1cc([N+](=O)[O-])ccc1N1CCCC1)Nc1ccccc1OC(F)F returned FEN1 inh -3%, TDP1 cell CPT inconclusive and N370S GC -2%.
Screening Cc1ccccc1CNC(=O)C1=Cc2ccccc2OC1 returned FEN1 inh -1% and TDP1 cell CPT inconclusive.
`Cn1c(=O)c2c(nc(NN=C3CCCCC3)n2C)n(C)c1=O` gave FEN1 inh 6%, TDP1 cell CPT inconclusive and N370S GC 7%.
For CCC(C)c1ccc(NC(=O)C2CCN(c3ncccn3)CC2)cc1 (stereo not drawn) the results were FEN1 inh 31%, TDP1 cell CPT inconclusive and N370S GC 0%.
For CN1/C(=C\C(=O)c2ccco2)C(C)(C)c2ccccc21 the results were FEN1 inh -3%, TDP1 cell CPT 2.6µM* and N370S GC 23%.
`CCOCCSc1nc2c(c(=O)[nH]c(=O)n2C)n1CCCc1ccccc1` gave FEN1 inh 0%, TDP1 cell CPT -25% and N370S GC 12%.
`O=C(Cn1nc(-c2ccc(Cl)cc2)c2ccccc2c1=O)NN1CCOCC1` gave FEN1 inh 2%, TDP1 cell CPT 2% and N370S GC 4%.
Screening CCOc1cccc2sc(N3CCN(C(=O)c4ccc5c(c4)CCCC5)CC3)nc12 returned FEN1 inh -24% and TDP1 cell CPT 18µM*.
Screening CC(C)C(NC(=O)c1ccc(Cl)cc1)C(=O)O (stereo not drawn) returned FEN1 inh -3%, TDP1 cell CPT -2% and N370S GC 6%.
`COc1ccc(CNC(=O)C(C)N2C(=O)COc3ccc(C)cc32)c(OC)c1` (stereo not drawn) gave FEN1 inh 7%, TDP1 cell CPT -14% and N370S GC -1%.
Screening COc1cc(-c2nc3ccc(C)cn3c2Nc2ccc(Cl)cc2)ccc1O returned FEN1 inh -30% and TDP1 cell CPT 16µM*.
`Cn1cnnc1SCCC(=O)Nc1ccc(Cl)cc1` gave FEN1 inh 4%, TDP1 cell CPT -3% and N370S GC 8%.
`Cc1ccc(NC(=O)c2ccc(CN3CC(=O)N4CCCCC4C3=O)cc2)c(C)c1` (stereo not drawn) gave FEN1 inh -16%&-1%, TDP1 cell CPT inconclusive and N370S GC 3%.
For CC12COC3(C(=O)Nc4ccc(F)cc4)CC1CCC32C (stereo not drawn) the results were FEN1 inh -1%, TDP1 cell CPT -20% and N370S GC -12%.
`O=C(NC1(O)C(=O)c2ccccc2C1=O)c1ccc(C(F)(F)F)cc1` gave FEN1 inh -5%, TDP1 cell CPT inconclusive and N370S GC -5%.
Screening CCN(c1ccccc1)S(=O)(=O)c1ccc(Cl)c(C(=O)OCC(=O)c2[nH]c(C)c(C(C)=O)c2C)c1 returned FEN1 inh -19%, TDP1 cell CPT 10% and N370S GC 6%.
`COCCNC(=S)N1CCc2cc(OC)c(OC)cc2C1COc1ccc(F)cc1` (stereo not drawn) gave FEN1 inh 11%, TDP1 cell CPT inconclusive and N370S GC -9%.
`COc1ccc(-c2noc(CNC(=O)c3ccc(OC)cc3OC)n2)cc1` gave FEN1 inh -3% and TDP1 cell CPT inconclusive.
Screening COc1ccc(OC)c(-c2nc(C(=O)NCC3CCCO3)cc3c2[nH]c2ccccc23)c1 (stereo not drawn) returned FEN1 inh -18%, TDP1 cell CPT 18µM* and N370S GC inconclusive.
For CN(C)C(=O)c1ccc(NC(=O)COC(=O)c2cc3c(s2)CCCCC3)cc1 the results were FEN1 inh 13% and TDP1 cell CPT -13%.
`COC(=O)CNC(=O)C(C)NC(=O)CNC(=O)OCc1ccccc1` (stereo not drawn) gave FEN1 inh 8%, TDP1 cell CPT inconclusive and N370S GC 10%.
`CCOc1ccc(-c2c(C(=O)N/N=C/c3ccncc3)nnn2-c2nonc2N)cc1` gave FEN1 inh 18%, TDP1 cell CPT 3% and N370S GC -14%.
For CC(C)(C)NC(=S)Nc1ccc(Br)cc1 the results were FEN1 inh 6%, TDP1 cell CPT inconclusive and N370S GC 7%.
For O=C(CCC1CCCC1)N1CCN(C(=O)C2CC2)CC1 the results were FEN1 inh 1%, TDP1 cell CPT 5% and N370S GC 7%.
`COc1cc2c(cc1OC)CN(c1ccc([N+](=O)[O-])cc1Cl)CC2` gave FEN1 inh -16%, TDP1 cell CPT 23µM* and N370S GC 17%.
`O=C(c1ccccc1)N1CCN(Cc2cccc(Oc3ccccc3)c2)CC1` gave FEN1 inh inconclusive, TDP1 cell CPT inconclusive and N370S GC 8%.
O=C(O)C[C@H]1c2cc(C(F)(F)F)ccc2S(=O)(=O)N1Cc1ccccc1 was read as FEN1 inh 13%&-4% and TDP1 cell CPT inconclusive.
For Nc1nncn1C(=O)c1cccs1 the results were FEN1 inh 6%, TDP1 cell CPT -8% and N370S GC -1%.
For COc1ccc(C(=O)NCCCNC(=O)c2cc3ccccc3[nH]2)cc1OC the results were FEN1 inh -5%, TDP1 cell CPT -12% and N370S GC -7%.
`O=C(Nc1cccc(F)c1)/C(=C/c1ccco1)NC(=O)c1ccco1` gave FEN1 inh -11%, TDP1 cell CPT -14% and N370S GC 2%.
`C/C(Cc1ccccc1)=N\NC(=O)CNC(=O)c1ccc(Cl)cc1Cl` gave FEN1 inh -1%, TDP1 cell CPT 3% and N370S GC 2%.
For CCN(CC1CCCO1)C(=O)c1cc(COc2cc(C)c(Cl)c(C)c2)on1 (stereo not drawn) the results were FEN1 inh -3%, TDP1 cell CPT inconclusive and N370S GC -14%.
For O=C(N/N=C/c1cccc2ccccc12)c1ccc(CN2CCOCC2)cc1 the results were FEN1 inh 9%, TDP1 cell CPT inconclusive and N370S GC -18%.
`O=C(NCc1ccco1)C1CCN(C(=O)Cc2ccccc2)CC1` gave FEN1 inh -2%, TDP1 cell CPT 13% and N370S GC 3%.
O=C(CSc1nnc(NC(=O)c2ccco2)s1)Nc1ccc(F)cc1 was read as FEN1 inh 7%, TDP1 cell CPT -11% and N370S GC -9%.
Screening COC(=O)C1=C(C)N(C)C(=S)NC1c1c(OC)ccc2ccccc12 (stereo not drawn) returned FEN1 inh 0%, TDP1 cell CPT 0% and N370S GC 10%.
For CCN1/C(=C/c2cccc[n+]2C)Sc2ccc(OC)cc21 the results were FEN1 inh inconclusive, TDP1 cell CPT 2.6µM* and N370S GC -13%.
Screening O=C(NCCO)/C(=C\c1ccc([N+](=O)[O-])o1)NC(=O)c1ccccc1 returned FEN1 inh 3%, TDP1 cell CPT inconclusive and N370S GC -7%.
Screening CC(C)(C)S(=O)(=O)N1Cc2cc(=O)n(Cc3ccccc3)c(CCO)c2[C@H]1CCO returned FEN1 inh 12% and TDP1 cell CPT 7%.
Cc1cc(NC(=O)CCC(=O)N(c2ccccc2)C(C(=O)NC2CCCC2)c2ccccc2F)no1 (stereo not drawn) was read as FEN1 inh -1%, TDP1 cell CPT -24% and N370S GC -20%.
For CN(C)c1cccc(C(=O)NCc2ccc3c(c2)OCO3)c1 the results were FEN1 inh 0%, TDP1 cell CPT -4% and N370S GC inconclusive.
CC(C)Oc1ccc(C(=O)NC2CCS(=O)(=O)C2)cc1 (stereo not drawn) was read as FEN1 inh 1%, TDP1 cell CPT -21% and N370S GC 1%.
Screening O=C(NC(=S)Nc1ccc(CN2CCOCC2)cc1)c1cccc(F)c1 returned FEN1 inh -2%, TDP1 cell CPT inconclusive and N370S GC -22%.
COCCn1c(=O)c(-c2ccccc2)nc2cnc(OC)nc21 was read as TDP1 cell CPT -17% and N370S GC 27%.
`O=C(COc1ccccc1)N=C1SC2CS(=O)(=O)CC2N1CCc1ccccc1` (stereo not drawn) gave FEN1 inh -1%, TDP1 cell CPT -6% and N370S GC -1%.
For CCOC(=O)c1ccc(Nc2ccc([N+](=O)[O-])cn2)cc1 the results were FEN1 inh -7%, TDP1 cell CPT -13% and N370S GC -6%.
`COc1cc(C(=O)Nc2nnc(C)s2)cc(OC)c1OC` gave FEN1 inh -17%, TDP1 cell CPT 10% and N370S GC -5%.
Screening O=C(O)c1[nH]c2ccccc2c1NS(=O)(=O)c1ccc(F)cc1 returned FEN1 inh 20%, TDP1 cell CPT 6% and N370S GC 2%.
`CCCCCCCCNS(=O)(=O)CCNCCc1ccccc1` gave FEN1 inh -17% and TDP1 cell CPT -29%.
For CCOC(=O)CSc1nc2ccc(Nc3nc(N4CCOCC4)nc(N4CCOCC4)n3)cc2s1 the results were FEN1 inh -13%, TDP1 cell CPT inconclusive and N370S GC 3%.

Structural class: those above with a Cl atom
For O=C1CN(C(=O)c2ccc(Cl)c(S(=O)(=O)N3CCc4ccccc43)c2)c2ccccc2N1 the results were FEN1 inh 6%, TDP1 cell CPT 16µM* and N370S GC inconclusive.
O=C(NCC(c1cccnc1)N1CCN(Cc2ccccc2)CC1)C(=O)Nc1ccc(Cl)cc1 (stereo not drawn) was read as FEN1 inh -3% and TDP1 cell CPT 13µM*.
Screening CC(=O)Nc1ccc(NC(=O)CSc2nccn2Cc2ccc(Cl)cc2)cc1 returned FEN1 inh 16%, TDP1 cell CPT -19% and N370S GC -8%.
`O=C(Cn1nc(-c2ccc(Cl)cc2)c2ccccc2c1=O)NN1CCOCC1` gave FEN1 inh 2%, TDP1 cell CPT 2% and N370S GC 4%.
Screening CC(C)C(NC(=O)c1ccc(Cl)cc1)C(=O)O (stereo not drawn) returned FEN1 inh -3%, TDP1 cell CPT -2% and N370S GC 6%.
Screening COc1cc(-c2nc3ccc(C)cn3c2Nc2ccc(Cl)cc2)ccc1O returned FEN1 inh -30% and TDP1 cell CPT 16µM*.
`Cn1cnnc1SCCC(=O)Nc1ccc(Cl)cc1` gave FEN1 inh 4%, TDP1 cell CPT -3% and N370S GC 8%.
Screening CCN(c1ccccc1)S(=O)(=O)c1ccc(Cl)c(C(=O)OCC(=O)c2[nH]c(C)c(C(C)=O)c2C)c1 returned FEN1 inh -19%, TDP1 cell CPT 10% and N370S GC 6%.
`COc1cc2c(cc1OC)CN(c1ccc([N+](=O)[O-])cc1Cl)CC2` gave FEN1 inh -16%, TDP1 cell CPT 23µM* and N370S GC 17%.
`C/C(Cc1ccccc1)=N\NC(=O)CNC(=O)c1ccc(Cl)cc1Cl` gave FEN1 inh -1%, TDP1 cell CPT 3% and N370S GC 2%.
For CCN(CC1CCCO1)C(=O)c1cc(COc2cc(C)c(Cl)c(C)c2)on1 (stereo not drawn) the results were FEN1 inh -3%, TDP1 cell CPT inconclusive and N370S GC -14%.

High-throughput results deposited in PubChem BioAssay by National Center for Advancing Translational Sciences (NCATS).
